# Screens deposited in PubChem BioAssay by several laboratories.
# AddAB inh: less growth of phage-infected E. coli with AddAB; inhibition, % at 11.9 µM; E. coli expressing H. pylori AddAB, absorbance growth; actives 0.29% (n = 330,000); in the data active = inhibition above about 12%;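 also: 0% = vehicle wells of infected cells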
# HTR5A inv ctr: counter-screen for OPRM1-OPRD1 inverse agonists: human HTR5A inverse agonism; actives 0.083% (n = 340,000); HTR5A cell line, luminescence; AID 504634; P47898; inhibition, % at 9.3 µM; in the data active = inhibition mostly above about 23%, no sharp cut-off; inactive = mostly below about 18%;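 also: 0% = cells with DMSO and 100% = no-cell wells with DMSO; some compounds called inactive have numbers as strong as hits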
# phage Ecoli inh: E. coli growth loss with phage present; AID 651602; growth absorbance; inhibition, % at 11.9 µM; actives 0.26% (n = 360,000); in the data active = inhibition above about 11%
# PKA-R1A act: activates the PKA-R1A holoenzyme complex. P00514+P68181. PKA-R1A dissociation, Cy5-IP20 fluorescence polarization; scaled: DMSO 0%, 113 µM cGMP 100%. activation, % at 11.4 µM. actives 0.083% (n = 340,000);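 active = percent activation above the mean of all tested compounds plus 3 SD, cut at about 19% in these data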;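 also: higher means more PKAc released from R1A so a rise in polarization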
# DAGLB inh: diacylglycerol lipase beta (human) inhibition. actives 0.059% (n = 340,000). inhibition, % at 5.17 µM. HEK293T DAGLB membrane lysate, EnzChek fluorogenic substrate. Q8NCG7; in the data active = inhibition above about 34%;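 also: 0% = enzyme with vehicle and 100% = wells lacking enzyme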
# Target sequence (Q8NCG7 whole entry, looked up): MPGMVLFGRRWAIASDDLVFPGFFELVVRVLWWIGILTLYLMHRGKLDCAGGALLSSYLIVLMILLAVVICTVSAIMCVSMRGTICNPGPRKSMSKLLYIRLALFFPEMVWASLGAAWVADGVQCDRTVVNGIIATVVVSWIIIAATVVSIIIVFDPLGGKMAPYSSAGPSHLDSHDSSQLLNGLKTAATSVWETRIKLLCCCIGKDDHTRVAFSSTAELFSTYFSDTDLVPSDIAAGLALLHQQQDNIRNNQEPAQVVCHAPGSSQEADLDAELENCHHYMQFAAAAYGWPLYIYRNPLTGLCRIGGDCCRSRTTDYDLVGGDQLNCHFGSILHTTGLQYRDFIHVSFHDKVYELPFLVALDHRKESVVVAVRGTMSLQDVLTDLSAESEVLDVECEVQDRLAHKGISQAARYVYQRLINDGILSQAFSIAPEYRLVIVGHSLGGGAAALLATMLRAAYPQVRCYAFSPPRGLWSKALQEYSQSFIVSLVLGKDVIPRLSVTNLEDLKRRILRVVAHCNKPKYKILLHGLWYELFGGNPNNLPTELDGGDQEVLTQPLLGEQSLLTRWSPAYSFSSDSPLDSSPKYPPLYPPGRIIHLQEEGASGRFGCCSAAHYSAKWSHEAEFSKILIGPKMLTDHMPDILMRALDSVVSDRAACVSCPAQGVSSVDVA
# SUMO Mot1 rescue: inhibitors of SUMOylation pathway: yeast Mot1-301 growth rescue | actives 1% (n = 320,000) | AID 2716 | growth rescue, % at 18.8 µM | S. cerevisiae Mot1-301 growth rescue, ATP luminescence, 38.5C; percent above DMSO median, 100 means doubled;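 active = every valid replicate shows activation above 250% relative to neutral control wells; inactive = the rest, any valid replicate at or below 250%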;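 also: OY570 slx delta 5 strain wells were the positive control but not used for scaling; some compounds called inactive have numbers as strong as hits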
# Ecoli viability: reduces bacterial viability in AddAB counter-screen; E. coli V3065 growth, OD600 absorbance, 18 h; inhibition, % at 11.9 µM; actives 0.27% (n = 330,000); AID 449728;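 active = inhibition above the campaign's mean inhibition across all tested compounds plus 3 SD, cut at about 9.9% in these data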;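 also: uninfected addAB+ strain grown without phage in ampicillin broth; 0% = DMSO wells and 100% = ciprofloxacin 0.95 µg/ml wells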
# PKA-R2B act: PKA-R2B complex activation | PKA-R2B holoenzyme dissociation, Cy5-IP20 fluorescence polarization; R2B truncated from residue 108, S112A mutant; 0% DMSO only, 100% 113 µM cGMP | activation, % at 11.4 µM | actives 0.079% (n = 340,000) | AID 504700;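 active = activation above a cutoff set at the mean over all compounds plus 3 SD, cut at about 18% in these data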;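 also: higher means more holoenzyme dissociation and a rise in polarization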
# Target sequence (P31323 whole entry, looked up, other chains not shown, the tested form may be a part): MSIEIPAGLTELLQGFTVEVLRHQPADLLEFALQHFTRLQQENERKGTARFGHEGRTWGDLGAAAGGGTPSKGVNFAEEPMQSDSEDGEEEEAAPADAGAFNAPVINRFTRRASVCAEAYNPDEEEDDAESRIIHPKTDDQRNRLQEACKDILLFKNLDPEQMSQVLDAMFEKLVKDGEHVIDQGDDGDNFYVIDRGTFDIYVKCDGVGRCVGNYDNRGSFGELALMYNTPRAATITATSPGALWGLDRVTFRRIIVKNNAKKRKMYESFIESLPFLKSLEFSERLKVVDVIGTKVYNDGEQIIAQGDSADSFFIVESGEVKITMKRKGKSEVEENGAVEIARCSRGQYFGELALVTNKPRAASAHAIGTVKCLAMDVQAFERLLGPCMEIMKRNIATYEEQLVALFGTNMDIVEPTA
# Tat export inh: inhibitors of E. coli Tat protein transport; E. coli MC4100 TorA-mCherry Tat export, fluorescence; inhibition, % at 10 µM; actives 0.036% (n = 340,000);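 active = mean replicate inhibition at least 50% and at least half of replicates individually reaching 50%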;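 also: exported cargo escapes ClpAP degradation while cytoplasmic cargo is degraded and loses fluorescence; 0% = median of neutral control wells and 100% = median of NaSCN control wells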
# HTR5A ag: activates human HTR5A in OPRM1-OPRD1 agonist counter-screen; P47898; HTR5A agonist assay, luminescence, cell-based; activation, % at 9.3 µM; actives 0.61% (n = 340,000); in the data active = activation mostly above about 9.5%, no sharp cut-off; inactive = mostly below about 7.6%;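 also: 0% = cells with vehicle only and 100% = reference agonist; strong numbers were not always called active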
# CDK5 p35 inh: CDK5/p35 (human) kinase inhibition; Recombinant CDK5/p35, ADP-Glo luminescence, 60 min; inhibition, % at 10 µM; actives 0.01% (n = 330,000); AID 488839;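 active = highest replicate inhibition of at least 50% and at least 75% of replicates reaching 50%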;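 also: plate controls were DMSO neutral control for no effect and GW8510 at 10 µM for full effect; many of its hits are not listed in these tables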
# An asterisk follows results filed as active; . = not tested or not shown; & = joins results of further samples.
SMILES,AddAB inh,HTR5A inv ctr,phage Ecoli inh,PKA-R1A act,DAGLB inh,SUMO Mot1 rescue,Ecoli viability,PKA-R2B act,Tat export inh,HTR5A ag,CDK5 p35 inh
Cc1ccc(C(=O)N2CCN=C2SCc2ccc([N+](=O)[O-])cc2)cc1C,0.7,9,4.0,8,0,94,-0.8,2,8,-3,0.1
O=C(CSc1ccc(-c2cccnc2)nn1)Nc1ccc(F)cc1,0.9,5,1.7,-2,2,6,-0.3,5,2,2,-0.2
COc1ccccc1S(=O)(=O)CC(O)COc1ccc(C#N)cc1 (stereo unspecified),-1.0,3,4.1,0,1,3,-1.6,4,-6,-1,-3.3
CCOC(=O)c1cc(-c2ccc(Cl)s2)[nH]n1,-0.4,-14,5.7,-4,-1,-1,-2.8,7,-1,-1,0.3
COc1ccc(/C=C/C(=O)NCCOc2ccccc2OC)cc1,8.2,-7,2.7,-2,-1,13,2.6,3,1,-2,0.0
COc1cc2c(cc1/C=C/C(=O)O)OC(C)C2 (stereo unspecified),2.8,-14,0.9,-2,2,-5,0.8,-3,-3,-1,0.5
CC(=O)Nc1ccc(S(=O)(=O)Nc2nc3ccccc3nc2Nc2ccc(C(=O)O)c(O)c2)cc1,0.8,-11,0.4,-5,3,-8,-4.2,-8,0,3,-1.0
CCN1CCN(c2ccc(S(=O)(=O)N3CCCCC3)cc2N)CC1,-1.7,10,1.3,5,-2,-2,1.6,0,-4,-5,-2.3
COc1ccc(N(C(=O)CS(=O)CC(=O)Nc2ccc(F)cc2)C(C(=O)NC2CCCCC2)c2cccs2)cc1 (stereo unspecified),2.5,-1,3.1,7,-2,-12,0.9,0,3,0,1.3
COC(=O)c1ccc(CSc2ncnc3c2nnn3-c2ccc(OC)cc2)o1,-0.3,6,1.0,-1,0,2,1.1,6,-4,-2,-4.1
CCOC(=O)C1=C(NC(=S)NC(=O)c2ccccc2)c2ccccc2CC1(C)C,1.7,4,0.5,3,-6,.,-0.9,-5,3,1,2.1
COc1ccc(CCN2CC(O)=C(c3nc(C)cs3)C2=N)cc1OC,2.6,20,-1.9,9,0,35,0.8,4,-1,-8,1.2
Cn1c(CCN2CCCCC2)nc2cc(NC(=O)COc3ccc([N+](=O)[O-])cc3)ccc21,0.4,-5,-2.1,-4,-3,5,-2.8,7,-9,5,-0.7
CCc1ccc(CCC(=O)Nc2ccc(OC)cc2)o1,0.3,3,2.2,7,-6,143,-2.7,0,-4,-1,-0.3
Cn1c(Cc2ccccc2)nnc1SCC(=O)c1cccs1,0.9,-7,0.8,4,-1,5,-1.3,-7,-3,2,1.0
c1ccc(CCNCCCOc2cccc3ccccc23)cc1,2.1,-8,4.4,11,-3,-19,1.6,-9,9,2,-0.1
CC12CCC(C(=O)N(CCC#N)CCC#N)(CC1=O)C2(C)C (stereo unspecified),0.8,-7,2.7,3,-3,142,-3.6,-9,-1,-2,-0.2
CCCCN(C(=O)c1ccc(-c2ccc([N+](=O)[O-])cc2)o1)c1c(N)n(CCCC)c(=O)[nH]c1=O,-2.4,3,1.9,-6,6,-6,-5.0,-14,-7,-1,2.8
Cc1cccc(N(CC(=O)NC2CCCCC2)C(=O)CCCC(=O)Nc2ccccn2)c1,4.6,-17,-1.4,6,1,-12,0.6,-13,13,6,0.6
COc1ccc(NC(=O)COC(=O)C2CCC2)cc1Cl,-0.2,-20,1.8,12,0,65,3.6,11,-2,2,1.3
O=C(COC(=O)c1cc(=O)[nH]c2ccccc12)NCc1ccc(F)cc1,1.0,9,-1.0,-5,-1,1,3.2,-2,-7,-4,-9.4
Cc1c(S(=O)(=O)Nc2ccc(Oc3ccccc3)cc2)c(=O)n(C)c(=O)n1C,-0.9,2,3.0,4,1,-4,4.1,-2,-12,2,-0.3
Cc1c(C(=O)N2CCC(C)CC2)cccc1[N+](=O)[O-],1.9,0,2.2,4,-4,-6,1.5,2,3,0,-0.8
CN1CCN(c2nc3c(c(=O)n(C)c(=O)n3C)n2CC(N)=O)CC1,1.2,.,-1.3,-1,2,487,-0.7,1,-3,.,-1.8
O=C(OCc1cc([N+](=O)[O-])cc2c1OCOC2)c1ccc2ccccc2n1,2.4,-8,2.3,-10,1,292*,0.8,-10,-4,3,-8.1
CN(CCc1ccccn1)C(=O)Nc1ccc(F)cc1,5.2,-4,3.4,-3,-1,17,-0.9,-1,5,7,-4.5
CC(=O)Nc1ccc(C(=O)OCc2ccc(Cl)c(Cl)c2)cc1,1.6,-4,2.1,-9,-3,57,-3.1,-4,1,-1,-1.6
COc1ccccc1NC(=O)CN1C(=O)NC(C)(C)C1=O,1.6,14,2.0,0,1,7,-1.5,-7,-1,-4,1.7
Cc1cccc(CN2CCN(CC(=O)NCc3ccc(F)cc3)C2=O)c1,-1.4,2,1.4,-5,-1,-12,0.9,2,-9,-1,1.2
COc1cccc(-c2nnc(NC(=O)C(C)C)o2)c1,-2.0,5,0.1,9,-3,-32,-4.1,-13,-4,-2,1.5
O=C(CC(NCCN1CCOCC1)C(=O)O)Nc1cccc(Cl)c1 (stereo unspecified),-1.1,13,0.1,-10,-2,52,3.2,-1,18,7,3.8
N#CCCN(Cc1cccnc1)S(=O)(=O)c1ccc(S(=O)(=O)N2CCCCCC2)cc1,0.4,1,2.0,-9,6,4,-2.7,-3,2,0,-2.3
COCCNC(=O)c1ccc2c(=O)n(Cc3ccco3)c(SCC(=O)Nc3ccc(OC)cc3OC)nc2c1,0.2,17,4.5,8,-1,5,0.3,-1,2,-4,1.3
COc1cc(OC)c(OC)cc1/C=N/NC(=S)NCCN1CCOCC1,-0.1,10,3.9,-3,2,-3,0.2,-3,11,-4,-6.9
CCN(CC)CCN1C(=O)/C(=C\c2ccc(Cl)c([N+](=O)[O-])c2)SC1=Nc1ccc(OC)cc1,-2.2,3,0.3,6,-5,-8,-1.3,6,12,-1,-1.9
O=C(COC(=O)C1CCCCC1)Nc1cccc(F)c1,-0.8,12,2.4,0,-6,-19,0.9,-8,-7,-3,0.5
Cn1c(=O)c(=O)n(C)c2cc(S(=O)(=O)CCC(=O)N3CCOCC3)ccc21,3.4,4,1.4,-6,-1,515,3.0,-1,-9,-1,-1.1
OC1CCCN(C(=S)Nc2ccc(SC(F)F)cc2)C1 (stereo unspecified),2.9,-18,1.5,11,-1,-13,0.8,-5,2,-2,0.0
CC(Oc1ccccc1)C(=O)Nc1ccccc1O (stereo unspecified),0.3,-5,2.3,-5,3,568*,0.6,-4,3,2,0.6
O=C1CC(NCc2ccccc2F)C(=O)N1c1ccccc1 (stereo unspecified),5.3,-13,-0.2,3,0,5,1.3,-18,-1,0,2.0
COc1ccc(CCn2c3c(c(=O)[nH]c2=O)C(NC(=O)c2cccs2)(C(F)(F)F)C(=O)N3)cc1OC (stereo unspecified),-1.2,0,2.1,0,-3,-3,-2.5,-11,-8,0,-2.3
O=C(N/N=C/c1ccc2cccnc2c1)c1nc2ccccc2c(=O)[nH]1,-0.3,4,2.3,2,-1,1,-0.5,3,-4,-5,-0.3
COc1cccc(NC(=O)CSc2nnc(-c3ccoc3C)n2CC2CCCO2)c1 (stereo unspecified),-1.9,16,4.3,11,0,-7,-3.6,-9,0,2,-0.3
CCCCn1c(N)c(N(Cc2ccccc2OC)C(=O)c2c(CC)noc2C)c(=O)[nH]c1=O,-0.8,-17,3.1,6,-1,395*,1.4,-6,-6,2,-0.8
O=C(Nc1ccc2c(c1)OCO2)C1CCCN1C(=O)NCc1ccccc1 (stereo unspecified),-0.4,-4,0.5,-2,0,-9,0.7,-4,-4,1,0.9
CN=C(Nc1cccc(S(=O)(=O)N2CCOCC2)c1)c1ccccc1,0.2,-6,0.6,1,0,4,0.2,3,8,3,1.0
CC(C)c1ccc(NC(=O)Cc2ccc(NC3=NC4CS(=O)(=O)CC4S3)cc2)cc1 (stereo unspecified),0.5,12,1.9,-1,3,21,-1.3,7,-1,-4,-1.9
CCCCNC(=O)c1cccc(NC(=O)C(=O)c2ccccc2NC(C)=O)c1,3.5,-4,4.4,2,-2,-14,0.9,-6,-4,-1,-3.3
COc1cc(S(=O)(=O)NC2CCCCC2)ccc1F,1.4,-3,1.7,-3,-4,-25,-1.4,2,17,1,-5.2
Cc1cc(Br)cnc1NC(=S)Nc1ccc(F)cc1F,2.7,-6,3.8,-1,0,15,0.9,0,-5,-3,0.5
O=C(CNC(=O)c1ccc(-c2ccccc2)cc1)OCc1ccc(Cl)cc1,0.7,9,1.6,-7,-9,-17,-1.8,-7,-1,6,-0.7
Cc1cc(OCC(=O)c2ccc(Br)cc2)ccc1N1C(=O)CCC1=O,0.3,-2,1.6,9,-2,-8,1.6,-5,-2,5,-0.4
O=C(NCCNc1ccc([N+](=O)[O-])cc1Cl)c1ccccc1F,4.0,14,-0.7,-3,0,-10,0.5,3,-5,-4,0.0
Cc1cc(C(=O)N(C)CC(=O)Nc2ccc(Cl)c(C(F)(F)F)c2)no1,2.6,12,2.6,-1,-2,5,3.0,-20,2,6,0.3
COc1cc(/C=C/C(=O)OCC(=O)N2CCc3ccccc3C2)ccc1O,-0.3,-6,4.4,0,-2,9,0.6,-4,1,2,-2.2
COc1ccc(NC(=S)NN2CCOCC2)cc1OC,5.7,-17,4.5,1,1,-21,0.0,8,-3,-1,.
Nc1cccc(C(=O)O)c1,-1.8,0,2.9,-1,2,16&-17,-2.7,2,-9,-1,-6.9
Cc1c(C(=O)Nc2cccc(F)c2)cnn1-c1ccccc1,3.1,-3,3.0,-12,-3,805*,-1.0,7,13,1,-0.4
COCCN(Cc1ccccc1)C(=O)Cc1ccc(S(=O)(=O)N2CCOCC2)s1,-1.2,7,5.3,-7,-2,12,0.9,10,-4,-3,-0.2
Cc1ccc(NCc2nnc(SCC(=O)Nc3ncc(C)s3)n2CC2CCCO2)c(C)c1 (stereo unspecified),1.6,2,-0.4,-11,2,3,-1.9,-10,6,5,-0.8

# 2 records drawn at random from the list so far, as already listed:
SMILES,AddAB inh,HTR5A inv ctr,phage Ecoli inh,PKA-R1A act,DAGLB inh,SUMO Mot1 rescue,Ecoli viability,PKA-R2B act,Tat export inh,HTR5A ag,CDK5 p35 inh
O=C(CNC(=O)c1ccc(-c2ccccc2)cc1)OCc1ccc(Cl)cc1,0.7,9,1.6,-7,-9,-17,-1.8,-7,-1,6,-0.7
Nc1cccc(C(=O)O)c1,-1.8,0,2.9,-1,2,16&-17,-2.7,2,-9,-1,-6.9

# (listing goes on)
SMILES,AddAB inh,HTR5A inv ctr,phage Ecoli inh,PKA-R1A act,DAGLB inh,SUMO Mot1 rescue,Ecoli viability,PKA-R2B act,Tat export inh,HTR5A ag,CDK5 p35 inh
CN(C)CCCNc1cc(-c2ccccc2)nc2cc(-c3cccc(F)c3)nn12,-1.2,12,-1.6,-5,2,85,-5.8,-2,-7,-3,0.6
CCCCN(C(=O)c1cc2c(s1)CCCCC2)c1c(N)n(CCC)c(=O)[nH]c1=O,1.6,-9,0.8,-6,2,-4,0.0,0,-8,-4,-0.2
COc1ccccc1NS(=O)(=O)c1ccc(NC(=O)c2nc3ncccn3n2)cc1,.,-4,-1.0,3,-1,.,.,-9,0,9,0.8
NC(=O)C1CCCN(C(=O)Nc2cccc3ccccc23)C1 (stereo unspecified),3.5,2,0.8,-1,1,15,0.0,-3,1,2,0.1
